Bioassay records: PubChem BioAssay, several laboratories
PME-1 inh = PME-1 inhibitors via competitive probe labeling, primary screen, biochemical, fluorescence polarization, FP-Rh probe, HTS. 0.53% of 320,000 active. inhibition, % at 5.9 µM. recombinant PME-1. AID 2130, 2009;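 active = inhibition above the campaign mean of all compounds plus 3 SD, cut at about 26% in these data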;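 also: competitive labeling of PME-1 active site by serine hydrolase directed probe; 0% = PME-1 with DMSO and 100% = wells lacking PME-1 enzyme; inhibitors block probe labeling so polarization falls and inhibition rises; many of its hits are not listed in these tables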
pPAFAH FP inh = pPAFAH enzyme inhibitors, primary screen, biochemical, fluorescence polarization, human; Platelet-activating factor acetylhydrolase (Homo sapiens), Q13093; AID 463082, 2010; inhibition, % at 3.39 µM; recombinant pPAFAH, FP-rhodamine probe fluorescence polarization; 1.5% of 330,000 active;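 active = inhibition above the mean inhibition across the screen plus 3 SD, cut at about 25% in these data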;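 also: inhibitors block binding of the rhodamine activity-based probe so polarization drops; 0% = enzyme with DMSO and 100% = wells lacking pPAFAH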
AHR act = AHR activators, primary screen, cell-based, luminescence, luciferase reporter, human; Aryl hydrocarbon receptor (Homo sapiens), P35869; AHR-responsive luciferase reporter cells; activation, % at 5 µM; 2.5% of 320,000 active; in the data active = activation above about 47%;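 also: 0% = vehicle wells and 100% = reference agonist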
MEX-5 binding = MEX-5 zinc finger RNA-binding disruptors – biochemical, C. elegans, fluorescence polarization, MLPCN library, primary screen | MEX-5/FITC-TCR2 RNA binding; active compounds read low | activity score (negative = inhibition of binding), % at 10 µM | 0.38% of 300,000 active | AID 1832, 2009;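 active = inhibition past about -25% in most replicates, and total fluorescence under double the plate's negative control median, limit read from the data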;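 also: 0% = DMSO and -100% = 5 µM competing unlabeled TCR2 RNA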
Target sequence (Q9XUB2 whole entry, looked up): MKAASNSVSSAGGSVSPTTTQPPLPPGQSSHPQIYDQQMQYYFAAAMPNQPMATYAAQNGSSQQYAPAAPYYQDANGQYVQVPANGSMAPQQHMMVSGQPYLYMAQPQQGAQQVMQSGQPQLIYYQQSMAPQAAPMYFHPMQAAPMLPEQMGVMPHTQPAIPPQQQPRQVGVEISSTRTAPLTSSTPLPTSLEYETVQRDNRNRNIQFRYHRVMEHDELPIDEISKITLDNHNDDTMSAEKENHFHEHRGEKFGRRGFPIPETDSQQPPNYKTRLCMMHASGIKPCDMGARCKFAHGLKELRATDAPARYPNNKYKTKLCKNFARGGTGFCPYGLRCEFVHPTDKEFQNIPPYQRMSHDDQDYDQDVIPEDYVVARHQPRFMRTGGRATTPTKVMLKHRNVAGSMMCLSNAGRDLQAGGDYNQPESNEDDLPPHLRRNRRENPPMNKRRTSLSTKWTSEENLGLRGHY
MCL1-BIM inh = inhibitors of MCL1 binding to BIM-BH3, primary screen, biochemical, fluorescence polarization. Induced myeloid leukemia cell differentiation protein Mcl-1 (Homo sapiens), Q07820. GST-MCL1 / FITC-Bim-BH3 fluorescence polarization. inhibition, % at 10.9 µM. 0.68% of 320,000 active. AID 2057, 2009;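 active = inhibition above the mean inhibition of all tested compounds plus 3 SD, set per campaign, cut at about 40% in these data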;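 also: 0% = DMSO wells and 100% = unlabeled Bim-BH3 peptide control; higher means more loss of mP so more displacement of Bim peptide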
GLD-1 TGE inh = GLD-1/TGE RNA complex disruptors, primary screen, biochemical, fluorescence polarization; Female germline-specific tumor suppressor gld-1 (Caenorhabditis elegans), Q17339; 0.44% of 320,000 active; purified GLD-1 + fluorescein TGE RNA; AID 2280, 2010; inhibition, % at 5.96 µM;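 active = percent inhibition above a per-plate cutoff, the plate mean of test compounds plus 3 SD, cut at about 30% in these data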;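 also: 0% = DMSO wells with GLD-1 and probe and 100% = wells lacking GLD-1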
Target sequence (Q17339 whole entry, looked up): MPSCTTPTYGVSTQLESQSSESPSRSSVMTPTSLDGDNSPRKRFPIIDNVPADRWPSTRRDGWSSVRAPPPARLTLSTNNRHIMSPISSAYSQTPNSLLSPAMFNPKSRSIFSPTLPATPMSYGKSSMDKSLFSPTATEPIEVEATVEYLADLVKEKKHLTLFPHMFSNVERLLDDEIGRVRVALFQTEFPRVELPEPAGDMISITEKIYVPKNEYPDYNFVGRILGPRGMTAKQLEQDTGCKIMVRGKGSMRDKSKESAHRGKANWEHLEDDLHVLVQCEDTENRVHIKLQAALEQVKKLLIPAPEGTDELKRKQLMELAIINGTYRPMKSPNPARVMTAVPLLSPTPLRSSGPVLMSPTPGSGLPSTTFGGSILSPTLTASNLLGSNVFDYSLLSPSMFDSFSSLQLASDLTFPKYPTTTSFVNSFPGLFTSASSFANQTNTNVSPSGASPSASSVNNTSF
Bcl-xL primary = inhibitors of human Bcl-xL, primary screen, biochemical, fluorescence polarization, HTS. GST-Bcl-xL / FITC-Bim BH3 peptide fluorescence polarization. 0.7% of 320,000 active. inhibition, % at 10.9 µM. AID 2129, 2009;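 active = inhibition above the mean of all tested compounds plus 3 SD, cutoff set per campaign, cut at about 30% in these data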;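 also: 0% = DMSO wells and 100% = unlabeled Bim-BH3 peptide competitor; inhibitors lower millipolarization by displacing the labeled peptide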
PAFAH1B2 inh = PAFAH1B2 enzyme inhibitors, primary screen, biochemical, fluorescence polarization, human; 1.2% of 340,000 active; inhibition, % at 3.39 µM; Platelet-activating factor acetylhydrolase IB subunit alpha2 (Homo sapiens), P68402; AID 492953, 2010; recombinant PAFAH1B2, FP-rhodamine activity probe;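 active = inhibition above the mean of all tested compounds plus 3 SD, cut at about 24% in these data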;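 also: 0% = enzyme with DMSO and 100% = wells lacking PAFAH1B2; many of its hits are not listed in these tables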
Fam108B inh = mouse Fam108B serine hydrolase inhibitors, primary screen, counter-screen for RBBP9 inhibitor project, biochemical, fluorescence polarization | recombinant Fam108B, FP-Rh probe fluorescence polarization | inhibition, % at 9.51 µM | 0.33% of 300,000 active;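 active = inhibition above the screen mean inhibition plus 3 SD, computed separately per campaign, cut at about 18% in these data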;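 also: inhibitors lower polarization as less probe binds the enzyme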
An asterisk follows results filed as active; · = not tested or not shown. These rows are one share of the data, so the mix of outcomes need not match the whole.

Start of the data: the first four compounds, to show the layout:
Every second line gives: MEX-5 binding	PAFAH1B2 inh	pPAFAH FP inh	PME-1 inh	Bcl-xL primary	GLD-1 TGE inh	AHR act	Fam108B inh	MCL1-BIM inh
1) CN1C(=O)C(O)(c2sc(N)nc2-c2ccccc2)c2ccccc21 (stereo unspecified)
    1.7	3	-2	1	0	3	2	1	1
2) CCN1C(=O)[C@H]2[C@@H](c3ccc(-c4ccccc4)cc3)N[C@@](CC(C)C)(C(=O)OC)[C@H]2C1=O
    -2.1	2	4	-5	4	-5	0	3	5
3) CCN(CC)S(=O)(=O)c1ccc2[nH]c(=O)cc(C(=O)Nc3ccccc3N3CCCC3)c2c1
    2.2	-2	-1	22	5	2	13	3	1
4) Cn1c(C(=O)N2CCCC(C(=O)NCc3ccc4c(c3)OCO4)C2)cc2sccc21 (stereo unspecified)
    -2.4	3	-2	5	1	-1	1	-2	1

Main list, from the first entry:
Every second line gives: MEX-5 binding	PAFAH1B2 inh	pPAFAH FP inh	PME-1 inh	Bcl-xL primary	GLD-1 TGE inh	AHR act	Fam108B inh	MCL1-BIM inh
1) CN1C(=O)C(O)(c2sc(N)nc2-c2ccccc2)c2ccccc21 (stereo unspecified)
    1.7	3	-2	1	0	3	2	1	1
2) CCN1C(=O)[C@H]2[C@@H](c3ccc(-c4ccccc4)cc3)N[C@@](CC(C)C)(C(=O)OC)[C@H]2C1=O
    -2.1	2	4	-5	4	-5	0	3	5
3) CCN(CC)S(=O)(=O)c1ccc2[nH]c(=O)cc(C(=O)Nc3ccccc3N3CCCC3)c2c1
    2.2	-2	-1	22	5	2	13	3	1
4) Cn1c(C(=O)N2CCCC(C(=O)NCc3ccc4c(c3)OCO4)C2)cc2sccc21 (stereo unspecified)
    -2.4	3	-2	5	1	-1	1	-2	1
5) Cc1noc(C)c1COC(=O)C(c1ccccc1)c1ccccc1
    -0.6	6	1	-1	9	2	-2	-2	3
6) COc1ccc(-c2nnc(SCc3ncc(-c4ccccc4)o3)o2)cc1
    -1.1	0	6	-3	-1	3	2	-2	-7
7) COc1ccc(C2Nc3ccccc3C(=O)N2Cc2ccccc2)cc1Cn1nnc2ccccc21 (stereo unspecified)
    -1.8	-1	2	9	1	-7	2	-1	0
8) Cc1ccc(N2C(=O)NC(NC(=O)C(C)(C)C)(C(F)(F)F)C2=O)cc1 (stereo unspecified)
    -2.5	7	7	2	4	1	-3	5	8
9) O=C(CSc1ccc(-c2cccc([N+](=O)[O-])c2)nn1)N1CCCCCC1
    0.4	8	1	7	8	-6	1	-1	1
10) COc1cc([N+](=O)[O-])ccc1NC(=O)Oc1ccc(NC(C)=O)cc1
    1.7	3	-1	0	5	-1	3	3	8
11) O=C(COC(=O)c1cc(S(=O)(=O)N2CCOCC2)ccc1O)NCCc1ccccc1
    1.0	16	5	5	1	2	2	2	1
12) CN1CCN(c2ccccc2NC(=O)c2ccc(-c3ccccc3)cc2)CC1
    -1.1	2	-1	0	5	0	16	-1	10
13) CC1CCN(CC(=O)Nc2nn(-c3ccccc3)nc2C(N)=O)CC1
    -1.2	-1	5	7	1	6	2	-1	1
14) CC1=NN(c2nc(-c3ccc(C)cc3)cs2)C(=O)C1N=Nc1cccc(O)c1 (stereo unspecified)
    1.5	10	20	10	2	6	-2	17	-1
15) CCc1c(C)sc(NC(=O)c2cc(-c3ccc(OC)c(OC)c3)on2)c1C#N
    -3.4	3	6	-8	7	4	-1	1	11
16) CCn1c(COC(=O)CNC(=O)c2ccccc2)nc2cc(S(=O)(=O)N(C)C)ccc21
    -0.6	1	1	1	-1	9	1	0	2
17) O=S1OCCN1c1ccccc1 (stereo unspecified)
    -0.9	3	1	0	-1	-1	-2	2	0
18) CCC(C)N1C(=S)SC(C)(C)C1N(O)C(=O)NC1CCCCC1 (stereo unspecified)
    2.6	5	2	1	1	2	-2	3	-4
19) Cc1cc(C)cc(NC(=O)CCC(=O)Nc2nnc(C(F)(F)F)s2)c1
    1.1	7	5	-2	4	1	2	1	2
20) CCOc1ccc(Cl)cc1S(=O)(=O)N1CCC(C(=O)NCc2cccnc2)CC1
    -2.4	1	2	5	2	4	0	2	-1
21) CCCOc1ccccc1NS(=O)(=O)c1ccc2[nH]c(=O)[nH]c2c1
    -0.5	3	4	4	4	0	2	4	5
22) CN(C)CCN(Cc1ccccc1)C(=O)[C@H](Cc1ccccc1)N1C(=O)c2ccccc2C1=O
    1.4	4	0	7	-8	-7	1	-1	-22
23) FC(F)(F)c1cc(-c2ccco2)nc(-n2nnc3ccccc32)n1
    0.6	0	1	3	2	1	2	0	6
24) CC(=O)N1c2ccc(S(=O)(=O)N3CCC(C(=O)N4CCN(c5ccccc5F)CC4)CC3)cc2CC1C (stereo unspecified)
    0.0	-1	-4	-4	0	0	2	-2	-3
25) Cc1ccc(S(=O)(=O)CCC(=O)OCC(=O)c2ccc(C)c(C)c2)cc1
    -1.4	5	10	4	6	2	-1	5	2
26) CC1CCCCN1Cc1ccc(-c2nn[nH]n2)cc1 (stereo unspecified)
    -0.5	-2	-2	5	0	7	2	0	4
27) CC(C)CN1C(=O)c2ccc(C(=O)Nc3ccc(O)cc3C(=O)O)cc2C1=O
    -1.2	1	7	-24	-2	4	1	3	-4
28) COc1cccc(/C=C/C(=O)NNC(=O)c2cc(C)oc2C)c1
    -2.6	4	-2	3	-4	4	4	1	0
29) COc1ccc(C(=O)NNC(=O)C2CCN(S(=O)(=O)c3ccc(C)cc3)CC2)cc1
    2.5	12	1	5	2	-1	-1	-9	3
30) Cc1nc2ccc(Br)cc2c(-c2ccccc2)c1C(=O)O
    -1.7	0	3	1	1	-10	4	-6	-12

A second format for five compounds above:
entry | structure | MEX-5 binding | PAFAH1B2 inh | pPAFAH FP inh | PME-1 inh | Bcl-xL primary | GLD-1 TGE inh | AHR act | Fam108B inh | MCL1-BIM inh
30 | Cc1nc2ccc(Br)cc2c(-c2ccccc2)c1C(=O)O | -1.7 | 0 | 3 | 1 | 1 | -10 | 4 | -6 | -12
9 | O=C(CSc1ccc(-c2cccc([N+](=O)[O-])c2)nn1)N1CCCCCC1 | 0.4 | 8 | 1 | 7 | 8 | -6 | 1 | -1 | 1
12 | CN1CCN(c2ccccc2NC(=O)c2ccc(-c3ccccc3)cc2)CC1 | -1.1 | 2 | -1 | 0 | 5 | 0 | 16 | -1 | 10
16 | CCn1c(COC(=O)CNC(=O)c2ccccc2)nc2cc(S(=O)(=O)N(C)C)ccc21 | -0.6 | 1 | 1 | 1 | -1 | 9 | 1 | 0 | 2
18 | CCC(C)N1C(=S)SC(C)(C)C1N(O)C(=O)NC1CCCCC1 (stereo unspecified) | 2.6 | 5 | 2 | 1 | 1 | 2 | -2 | 3 | -4

(next part)
Every second line gives: MEX-5 binding	PAFAH1B2 inh	pPAFAH FP inh	PME-1 inh	Bcl-xL primary	GLD-1 TGE inh	AHR act	Fam108B inh	MCL1-BIM inh
31) COc1ccc(N=C2NN=C(c3ccc4c(c3)OCCO4)CS2)cc1
    -1.0	4	6	4	7	5	3	1	5
32) Cc1ccc(S(=O)(=O)NCCC(=O)Nc2cccc(S(N)(=O)=O)c2)cc1C
    3.3	3	3	3	2	4	-2	1	-1
33) COc1ccc(/C=C2\SC(=S)N(CCCC(=O)N3CCOCC3)C2=O)cc1
    1.0	2	7	10	6	8	-14	4	13
34) CC1Nc2nc(NC(=O)C(C)(C)C)[nH]c(=O)c2N(C)C1C (stereo unspecified)
    -2.2	-1	-1	-3	7	5	0	-3	4
35) CC1CCC2(CC1)NC(=O)N(Cc1nnc(-c3cccs3)o1)C2=O (stereo unspecified)
    0.2	11	-3	2	4	0	-1	-3	5
36) Cc1noc(C)c1C(=O)N1CCN(Cc2ccc3c(c2)OCO3)CC1
    -0.8	-3	-2	0	1	3	0	1	3
37) O=C(CCc1ccccc1)NNC(=O)c1ccccn1
    -1.8	12	-3	-1	0	-8	0	6	-1
38) COc1ccc(C2c3c(oc4ccccc4c3=O)C(=O)N2c2ccccn2)cc1OC (stereo unspecified)
    -6.0	0	0	1	1	-5	2	1	3
39) Cc1ccc(NC(=O)Cn2c(=O)oc3ccccc32)cc1
    0.7	3	0	-2	-2	10	-1	1	5
40) CCN(c1ccccc1)S(=O)(=O)c1ccc(OC)c(NC(=O)CNCC(C)O)c1 (stereo unspecified)
    -1.7	-4	-2	6	5	-1	1	5	11
41) COc1ccc(C(=O)NC2CCN(CC(=O)NCc3ccccc3F)CC2)cc1
    -1.0	0	4	2	4	5	-3	-5	6
42) COc1cccc(Nc2nc3ccc(C(=O)c4ccccc4)cc3n3cnnc23)c1
    -4.2	1	6	-9	4	4	1	-8	2
43) CC(C)n1ncc2c(C(=O)N3CCN(c4ccc(F)cc4)CC3)cc(-c3ccccc3)nc21
    ·	3	4	-8	3	1	1	·	-3
44) Cc1csc(SCC(=O)Nc2nncs2)n1
    -2.9	7	-1	-5	6	0	9	0	9
45) Nc1ccc2nc(-c3cccc(-c4nc5ccc(N)cc5[nH]4)c3)[nH]c2c1
    5.3	24*	6	51*	8	2	7	25*	31
46) O=C(CCN1C(=O)C2CC=C(Cl)CC2C1=O)Nc1ccccc1O (stereo unspecified)
    -0.8	7	5	-2	8	-1	-1	-4	5
47) O=c1[nH]n2c(=O)c3c([nH]c2c1N=Nc1cccc(Cl)c1)CCC3
    -4.3	10	24	56*	28	17	1	21*	42*
48) O=C(NC1CCCCC1)C(c1cccnc1)N(C(=O)c1ccc(Cl)nc1)C1CCCCC1 (stereo unspecified)
    3.7	1	2	-4	8	7	0	2	4
49) CC(=O)NC1CC2CCCC(C1)N2S(=O)(=O)c1cccc(F)c1 (stereo unspecified)
    2.1	-1	1	-1	0	5	1	1	6
50) CSc1ccc(Cl)c(C(=O)N(C)CC(=O)Nc2ccc(N3CCOCC3)cc2)c1
    1.2	2	6	8	1	1	4	1	3
51) Cc1cc(C)c2ccc(C(=O)O)nc2c1O
    -16	2	9	-1	7	6	-1	0	22
52) CNC(=S)N1N=C(c2ccccc2)CC1c1ccc(Br)cc1 (stereo unspecified)
    2.3	6	-4	-3	2	-2	1	-2	7
53) O=C(Nc1ccc(-c2cn3ccccc3n2)cc1)c1ccc(Cl)cc1
    0.7	1	4	-11	-8	4	-11	-5	-7
54) CC(=O)NC1C(O)OC(CO)C(O)C1O (stereo unspecified)
    3.0	-4	3	-4	6	1	-1	2	5
55) CCN(CC)C(C)C(=O)NCC1(c2ccccc2)CCOCC1 (stereo unspecified)
    2.2	9	3	1	5	6	4	-5	7
56) NCCCC[C@@H](C(=O)N1CCNCC1)n1cc([C@@H](N)CC(N)=O)nn1
    ·	8	1	1	6	0	2	-5	2
57) CCC(=O)c1cn(CC(=O)Nc2cc(C)ccc2C)c2ccccc12
    3.6	-1	3	-1	0	9	2	8	6
58) CN(Cc1ccccc1)C(=O)c1nc2ccccn2c1CNCCCOc1cccnc1
    2.4	0	2	0	1	1	3	4	2
59) COc1ccc(CCNC(=O)COC(=O)c2cccn2C)cc1
    ·	5	-2	·	·	4	1	·	·
